Compound activity from PubChem.
Cardio protect: myocardial damage modulation in H9c2 cells; 360,000 compounds, 0.63% hits; protection from H2O2 cell death, % at 20 µM; AID 588492; H9c2 cardiomyocytes, H2O2 injury protection, ATPLite, 2 h;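 active = compounds giving at least 50% protection of heart cells from peroxide-induced death in the single-dose screen, raw or plate-pattern-corrected value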;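 note: 0% = DMSO wells with peroxide and 100% = DMSO wells without peroxide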
MC4R antagonist: human MC4R antagonism in cAMP assay. MC4R-expressing cells, MTII-stimulated cAMP, LANCE TR-FRET. inhibition, % at 6.5 µM. 360,000 compounds, 0.48% hits;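 active = inhibition above its plate's cutoff, the mean of tested wells on that plate plus 3 SD, cut at about 29% in these data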;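 note: 0% = Melanotan II alone and 100% = Melanotan II plus saturating MCL0020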
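Material: U2OS-MC4R stable cell line | Reagent: Melanotan II challenge after compound preincubation | Doses: One concentration, 6.5 µM nominal | Incubation: 30-min compound preincubation, 1-h Melanotan II challenge, 1-h detection, room temperature | Signal: TR-FRET cAMP assay | Replicates: One well per compound, no replicates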
PDI inh: inhibitors of human protein disulfide isomerase. P07237. PDI insulin aggregation turbidity, A650, 90 min. inhibition, % at 10 µM. 350,000 compounds, 0.052% hits;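 active = mean inhibition across replicates of 30% or more, whatever share of single replicates reach that level; inconclusive = mean inhibition below 30% while every single replicate reaches 30%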;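 note: absorbance from insulin aggregation driven by PDI reduction with DTT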
ABCB6 inh 2: human ABCB6 transporter inhibition. 360,000 compounds, 0.19% hits. K562-ABCB6 porphyrin accumulation, flow cytometry, 1 h; hits give low values. AID 602162. fluorescence ratio to DMSO, % at 10 µM;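 active = fluorescence ratio to DMSO below 75%, the collection mean minus 3 SD; inconclusive = too few cells collected in the well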;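 note: signal is porphyrin accumulated inside mitochondria; 100% equals median channel fluorescence of DMSO control wells; lower ratio means ABCB6 inhibition with less porphyrin fluorescence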
CaV13 FRET inh: Disruptors of the CACNA1D IQ motif to Ca2+-dependent inactivation inhibitor domain association, primary screening, Förster resonance energy transfer in intact living … | HEK cells, CFP/YFP FRET ICDI-IQ, plate reader, 10 min; percent FRET-ratio fall versus neutral wells | inhibition, % at 12.3 µM | 340,000 compounds, 0.098% hits;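 active = mean replicate inhibition of at least 30% and at least 1% of replicates passing that level; inconclusive = only one of the two criteria is met; inactive = neither criterion is met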;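 note: 0% = median of the neutral control wells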
N-glyco inh: N-linked glycosylation inhibition. D54 ERlucT glycosylation luciferase reporter, 24 h; percent of 100 nM tunicamycin response. reporter increase, % at 12.5 µM. 360,000 compounds, 0.23% hits. AID 588692;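 active = mean luciferase reporter signal, scaled so untreated is 0 and the glycosylation-blocking control 100, at or above a set limit in every replicate; inconclusive = mean reaches the limit but not every replicate does; inactive = mean below the limit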;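 note: luciferase carries N-glycosylation sites so blocking glycosylation raises the light; 0% = median of neutral control wells and 100% = median of 100 nM tunicamycin wells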
HTR2A ag: agonists of mouse serotonin 5-HT2A receptor (HTR2A) | 360,000 compounds, 0.66% hits | P35363 | CHO-K1 mHTR2A beta-arrestin complementation, luminescence; percent of 30 µM serotonin response | activation, % at 7.6 µM | AID 624169;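 active = activation above a run cutoff, the mean activation of all tested compounds plus 3 SD, cut at about 14% in these data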;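 note: 0% = plate median of compound wells and 100% = 30 µM serotonin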
Granule exo inh: lytic granule exocytosis inhibition | TALL-104 LAMP-1 surface exposure, flow cytometry; cells stimulated with thapsigargin and PMA | inhibition, % at 10 µM | 360,000 compounds, 0.66% hits | AID 651702;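 active = inhibition above about 55%, limit read from the data; inconclusive = no clear call, values can overlap the other calls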
MC4R ag barr: human MC4R agonism via beta-arrestin. P32245. AID 540308. U2OS MC4R beta-arrestin complementation, luminescence; percent of melanotan II response, DMSO zero. activation, % at 8.9 µM. 360,000 compounds, 0.98% hits;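 active = activation above a per-plate cutoff, the mean activation of sample wells on that plate plus 3 SD, cut at about 8% in these data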
ABHD5-PLIN5 inh: inhibitors of human ABHD5-perilipin-5 interaction | inhibition, % at 4 µM | Split G. princeps luciferase complementation, luminescence, 4 h | AID 602281 | Q00G26+Q8WTS1 | 360,000 compounds, 0.78% hits;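 active = inhibition above the mean inhibition across every tested compound plus 3 SD, cut at about 22% in these data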;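 note: 0% = DMSO only wells and the 100% control is not disclosed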
Target sequence (Q00G26 whole entry, looked up): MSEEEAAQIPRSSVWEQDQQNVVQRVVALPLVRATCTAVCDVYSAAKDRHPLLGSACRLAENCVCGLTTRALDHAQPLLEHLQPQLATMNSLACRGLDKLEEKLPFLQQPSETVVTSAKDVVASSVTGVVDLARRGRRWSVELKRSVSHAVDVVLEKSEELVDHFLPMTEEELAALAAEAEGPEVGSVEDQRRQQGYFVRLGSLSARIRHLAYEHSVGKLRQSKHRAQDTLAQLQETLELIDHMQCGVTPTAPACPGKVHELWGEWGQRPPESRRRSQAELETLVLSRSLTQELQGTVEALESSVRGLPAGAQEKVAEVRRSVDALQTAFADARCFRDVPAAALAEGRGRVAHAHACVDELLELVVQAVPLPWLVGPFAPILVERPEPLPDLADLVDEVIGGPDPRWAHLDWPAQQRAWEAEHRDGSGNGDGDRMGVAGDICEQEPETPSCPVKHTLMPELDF
Target sequence (Q8WTS1 whole entry, looked up): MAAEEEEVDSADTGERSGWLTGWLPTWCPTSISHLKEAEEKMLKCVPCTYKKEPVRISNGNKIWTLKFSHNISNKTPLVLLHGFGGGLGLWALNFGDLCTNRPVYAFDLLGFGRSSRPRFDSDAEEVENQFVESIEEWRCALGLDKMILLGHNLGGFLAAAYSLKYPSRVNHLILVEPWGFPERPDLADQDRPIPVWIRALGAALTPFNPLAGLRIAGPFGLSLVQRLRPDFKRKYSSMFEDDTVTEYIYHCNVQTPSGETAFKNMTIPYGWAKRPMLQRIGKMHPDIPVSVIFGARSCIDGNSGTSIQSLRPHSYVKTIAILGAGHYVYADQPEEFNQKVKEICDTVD
* = called active by the depositor; ? = inconclusive; · = not tested or not shown.

SMILES	Cardio protect	MC4R antagonist	PDI inh	ABCB6 inh 2	CaV13 FRET inh	N-glyco inh	HTR2A ag	Granule exo inh	MC4R ag barr	ABHD5-PLIN5 inh
O=C1CN(C(=O)COC(=O)c2ccc[n+]([O-])c2)c2ccccc2N1	6	-7	-9	102	-11	1	5	3	3.2	12
CCN1C(=O)c2cccc3c(S(=O)(=O)NCc4cccnc4)ccc1c23	8	8	16	92	-6	2	-1	0	-0.1	-1
CCCc1cc2c(=O)c(-c3nc4ccccc4s3)c(COCC(=O)O)oc2cc1O	-2	-3	4	100	-4	1	2	1	0.2	3
Cc1ccc(C(=O)NCCc2sc(C)nc2C)cc1	0	3	0	85	-4	-3	6	0	-3.2	-5
Cc1ccc(S(=O)(=O)NN2C(=O)/C(=C/c3cccs3)SC2=S)cc1	13	-3	-5	98	-3	1	1	-2	1.7	-2
COc1ccc(NC(=O)CCNC(=O)C2CCN(S(=O)(=O)c3ccc(OC)cc3)CC2)cc1	-4	1	7	101	-4	1	7	3	-1.7	1
CCc1cc2cc3c(cc2nc1SCC(=O)N1CCN(C(=O)c2ccco2)CC1)OCO3	42	-2	1	98	-5	2	4	?	2.5	19
CCCCc1nnc(NC(=O)c2cccc(S(=O)(=O)N3CCN(C)CC3)c2)s1	-2	10	0	98	-6	2	7	-8	-1.4	2
O=C(CN1CCCC1)Nc1nc(-c2ccc3c(c2)CCN3C(=O)c2ccccc2F)cs1	-13	24	4	93	·	-4	5	16	-0.8	1
COC(=O)c1ccccc1NC(=O)CSc1nnc(-c2cccnc2)o1	-2	6	-5	105	-4	0	6	-1	2.2	-9
Nc1nc(-c2ccco2)nn1C(=O)c1ccccc1	20	7	7	93	-6	0	-2	-3	-1.3	4
CC(C)c1ccc(C2c3[nH]c4ccccc4c3C[C@H]3C(=O)N(c4ccccc4C(=O)N4CCC(C(=O)O)CC4)C(=O)N23)cc1 (some centres undefined)	-2	1	·	104	·	0	2	-1	0.0	-3
S=c1[nH]c2cc3c(cc2[nH]1)OCCO3	6	-5	-10	96	-4	2	5	0	0.2	-4
O=C(CCC1CCN(C(=O)Cc2c(F)cccc2F)CC1)NC1CC1	-4	-1	-14	99	-2	2	0	-1	-2.3	0
COCc1cc(C)nc(N/N=C/c2ccc(-c3ccc(Cl)cc3[N+](=O)[O-])o2)c1C#N	2	7	-3	95	-4	0	-4	-2	0.9	-6
Cc1ccc(NC(=O)CCC(=O)NNC(=O)CCc2ccccc2)c(C)c1	4	6	-8	97	-3	0	9	2	0.3	-8
COc1cc(NC(=O)COC(=O)C2CC(O)CN2S(=O)(=O)c2ccc(Cl)cc2)c(C)cc1[N+](=O)[O-] (centres undefined)	2	-19	3	96	-6	2	-4	8	0.2	3
O=C(COC(=O)c1ccccn1)Nc1cccnc1Cl	-2	5	7	94	-6	3	8	-1	-2.9	-4
Cc1nn(-c2ccccc2)c(Oc2ccc(F)cc2)c1/C=N/n1cnnc1	2	9	-4	93	0	3	-2	-1	-0.7	6
COc1cc2c(cc1OC)C(c1ccccc1C(F)(F)F)CC(=O)N2 (centres undefined)	0	-1	2	102	-2	-1	4	-12	0.6	-1
C[C@H](CO)N1C[C@H](C)[C@@H](CN(C)S(=O)(=O)c2cccs2)Oc2ccc(NS(=O)(=O)c3cn(C)cn3)cc2C1=O	-3	3	15	101	-5	3	1	21	-0.4	-10
N#CNC(=Nc1cccc(Cl)c1)Oc1ccccc1	-1	2	10	97	-19	2	0	1	-0.7	4
Cc1nn(C)c(C(=O)N2CCN(C(=O)c3ccco3)CC2)c1Br	-8	-4	-6	99	-3	0	2	0	-2.3	-9
N#Cc1ccc(C(=O)NC(=S)N2CCN(C=O)CC2)cc1	3	8	5	96	-6	0	4	-1	-0.7	-1
COCC(C)NC(=O)c1ccc(Cl)c(Cl)c1 (centres undefined)	1	4	-1	92	-4	-2	2	0	4.9	5
Oc1ccc(NCc2cccs2)cc1	2	5	4	103	-4	24	1	-7	1.5	-36
COc1ccc(-n2nc(C(=O)NCC(=O)NC3CCCCCC3)c3ccccc3c2=O)cc1OC	1	11	2	95	-7	1	8	-12	1.9	3
Cc1cnc(C(=O)OCC(=O)NC(=O)NC(C)C)cn1	7	-4	-1	103	-5	3	-3	-3	1.1	2
N#C/C(=C\c1ccc(F)cc1)C(=O)Nc1ccccn1	4	-4	5	96	-5	0	-3	-8	-1.2	4
COc1ccc(N(CC(=O)Nc2ccc(F)cc2)S(=O)(=O)c2ccccc2[N+](=O)[O-])c(OC)c1	9	13	13	102	-1	0	-2	8	-0.2	0
Cc1cccc(C)c1NC(=O)COc1ccc2c(C)c(Cc3ccccc3)c(=O)oc2c1C	-20	-6	-3	95	-1	0	2	29	0.5	0
c1cnn2c(-c3ccc4c(c3)CCO4)cnc2c1	-2	5	-1	100	-5	-10	-5	-6	0.0	-2
O=C(CCC(=O)Nc1ccc(F)cc1)N/N=C/c1ccc(Br)cc1	-2	6	-5	95	-5	1	7	34	1.0	-3
COC(=O)[C@@]12C[C@@H](CC(=O)N3CCCCC3)C(=O)N(Cc3ccco3)C1=CCC(C)(C)C2	·	·	·	·	-10	·	9	-6	·	6
CN(C)N1C(N)=C(C#N)C(c2ccc(Br)cc2)C2=C1CCCC2=O (centres undefined)	-5	23	1	102	-14	0	0	-12	1.2	-15
C/C(=N\Nc1ccc([N+](=O)[O-])cc1)c1ccc(N)cc1	2	0	-2	110	-5	-1	-3	-3	-1.7	-2
COc1ccc(C2NC(=S)N(c3ccccc3)C(C)=C2C(=O)Nc2ccccc2)cc1 (centres undefined)	3	11	18	85	-5	2	2	0	-0.8	-5
CCOC(=O)C(=CNc1ncccc1C)C(=O)OCC	6	2	4	99	·	0	23*	1	-0.5	-3
O=C(CNC(=O)c1ccc(Cl)cc1Cl)OCC(=O)N1CCN(c2ccccc2)CC1	-3	16	-6	103	-3	·	0	-6	-0.7	5
O=C(CN1C(=O)C(=O)N(C2CCCC2)C1=O)Nc1ccc([N+](=O)[O-])cc1	-2	1	-3	104	-6	1	-2	-2	-2.4	-5
CCN(CC)C(=O)C1=C(C)N(Cc2ccc(F)cc2)C(=O)C(CC(=O)NCC2CCCCC2)C1 (centres undefined)	-1	2	-3	96	-6	1	-3	-13	-2.2	-1
Cc1oc(-c2ccccc2F)nc1CS(=O)(=O)CC(=O)N1CCCCCC1	1	3	·	98	-6	1	0	0	0.2	1
CC(=O)N1c2ccc(S(=O)(=O)N3CCCCC3)cc2CC1C (centres undefined)	-3	-10	-3	93	-2	2	11	15	-1.3	-7
CCN(CC)S(=O)(=O)c1ccc(N2CCCCC2)c(C(=O)Nc2ccccc2N2CCOCC2)c1	-2	-1	-3	94	-4	-7	5	13	-1.1	2
Cc1ccc(NC2=C(CC(=O)O)C(c3ccccc3)N(c3ccc(C)cc3)C2=O)cc1 (centres undefined)	-5	31*	1	105	-3	2	2	1	2.8	-14
Cc1ccc(C2C3=C(CCCC3=O)N=C3c4ccccc4C(=O)C32)cc1 (centres undefined)	16	14	-2	96	-2	1	-2	1	-1.9	33*
COc1cccc(C=Nc2cc(C)cc(C)c2)c1O	12	19	1	101	-4	1	-1	-1	-0.3	0
CCC/C=N/NC(=O)c1cccc(Br)c1	10	-3	-14	91	-4	1	-4	0	-1.7	-1
CC(C)CC(=O)Nc1cccc(-c2csc(-c3ccccc3)n2)c1	-8	15	3	98	-3	0	-3	3	3.2	-13
O=C(Nc1ccc([N+](=O)[O-])cc1)C(Cc1ccccc1)N1C(=O)c2cccc3cccc(c23)C1=O (centres undefined)	-1	4	6	119	1	-1	-1	1	1.7	-1
CCOC(=O)c1c(NC(=O)CCS(=O)(=O)c2ccccc2)sc2c1CC(C)(C)NC2(C)C	3	11	-2	102	-7	-2	1	-2	0.2	3
N#CCCn1nc(Cc2cccc3ccccc23)c(C#N)c1N	4	-3	-1	100	-6	-1	1	2	-1.4	2
Cc1onc(-c2ccccc2Cl)c1C(=O)N1CCC(Cc2ccccc2)CC1	-18	0	7	95	-17	-6	-2	84*	-0.2	2
Cc1ccc(NC(=O)COC(=O)CCc2c(C)nc3ncnn3c2C)cc1	4	2	-4	101	-9	5	3	-1	-0.3	2
Oc1cccc(/C=N/Nc2cccc3cccnc23)c1	-22	14	0	104	7	-11	-4	1	-1.2	1
Cn1c(=O)[nH]c(=O)c2c1ncn2CCN1CCCCC1	-2	6	-2	98	·	-1	3	-1	-0.2	-2
CC(C)OCCCNc1ncc2c(n1)CC(c1cccs1)CC2=O (centres undefined)	10	11	-7	95	-5	0	1	-1	-1.8	1
O=c1oc2ccccc2c(O)c1Sc1ccc(Cl)cc1	2	7	-5	100	-5	1	2	8	-1.1	1
COc1ccc(/C=N/NC(=O)c2[nH]c3ccc(C)cc3c2-c2ccccc2)c(C(=O)O)c1OC	-4	-5	12	92	-10	-1	-5	-2	-2.6	-2
OCCC1CN(Cc2ccc(C(F)(F)F)cc2)CCN1Cc1ccccc1 (centres undefined)	-7	-4	-3	100	-7	-1	-16	5	-1.1	0

In the list so far, these have a CF3 group:
SMILES	Cardio protect	MC4R antagonist	PDI inh	ABCB6 inh 2	CaV13 FRET inh	N-glyco inh	HTR2A ag	Granule exo inh	MC4R ag barr	ABHD5-PLIN5 inh
COc1cc2c(cc1OC)C(c1ccccc1C(F)(F)F)CC(=O)N2 (centres undefined)	0	-1	2	102	-2	-1	4	-12	0.6	-1
OCCC1CN(Cc2ccc(C(F)(F)F)cc2)CCN1Cc1ccccc1 (centres undefined)	-7	-4	-3	100	-7	-1	-16	5	-1.1	0

The list continues.
SMILES	Cardio protect	MC4R antagonist	PDI inh	ABCB6 inh 2	CaV13 FRET inh	N-glyco inh	HTR2A ag	Granule exo inh	MC4R ag barr	ABHD5-PLIN5 inh
CCCCC(=O)Nc1ccc2c(c1)OCCO2	-2	-1	-3	94	-4	-3	2	4	-2.0	-1
COCCC(=O)N1CCC(C(=O)Nc2ccc(Oc3ccccc3)nc2)CC1	3	-2	-9	96	-7	1	3	0	-1.5	5
C=CCOC(=O)C(C(=O)Cc1ccccc1)c1ccccc1 (centres undefined)	-3	14	-3	96	-17	-3	-2	-1	0.4	-5
O=C1NC[C@H](CCCCN2CCN(CCc3ccccc3)C(=O)C2=O)N(CCC2CCCCC2)C1=O	·	·	·	99	-4	·	-5	-5	·	5
Cc1cc2c(ccc3[nH]onc32)n1	2	2	-8	91	-4	-1	-3	-1	-1.2	4
CN(C)C(CNc1ncnc2sc3c(c12)CCCCC3)c1ccco1 (centres undefined)	-3	14	-6	96	4	-5	-2	4	-1.8	4
Cc1cc(C)c2[nH]c(=O)c(CN(CC3CCCO3)C(=S)Nc3ccccc3)cc2c1 (centres undefined)	-1	8	-15	100	-9	-3	-4	6	1.0	-2
CCn1c(O)c(/C=C2\C=Nc3ccccc32)sc1=Nc1ccc(C)cc1	-6	0	2	94	-11	-1	-1	1	-0.3	9
